NFkB transloc pot: enhances IL-1B driven NFkB nuclear translocation. activation, % at 2 µM. HUVEC IL-1B NFkB p65 nuclear translocation imaging. 94,000 tested, 0.3% active;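 active = activation above 40%, about the mean plus 3 SD, also judged a hit on visual image review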;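 note: percent activation is computed from the nuclear over cytoplasmic p65 intensity ratio; values of inactives mirror those of a sister screen read the other way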
Bcl-B TR3 displacers: displacers of TR3 peptide from Bcl-B, primary screen, selectivity assay for Bfl-1 inhibitor project, biochemical, fluorescence polarization; one-dose displacement, % at 20 µM; IC50 in µM for titrated hits; FP displacement of FITC-TR3 peptide from Bcl-B; higher % means a stronger effect; AID 748; 96,000 tested, 0.11% active;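 active = displacement above 50% at 20 µM plus a fluorescence interference ratio under 1.5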;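 note: plate controls were wells without compound for no effect and wells lacking Bcl-B protein for full effect; a part of the inactive calls stands beside numbers as strong as those of hits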
IL1B NFkB inh: blocks IL-1B driven NFkB nuclear translocation in HUVEC cells. HUVEC IL-1B NFkB p65 nuclear translocation imaging. 94,000 tested, 0.43% active. AID 796. inhibition, % at 2 µM;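 active = inhibition above about 30% together with a positive call from visual inspection of the well image, limit read from the data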;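 note: nuclear over cytoplasmic p65 intensity ratio measured by imaging; 0% = IL-1B stimulated DMSO wells and 100% = unstimulated DMSO wells; values of inactives mirror those of a sister screen read the other way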
PLAP inhibitors HTS: PLAP enzyme inhibitors, biochemical, luminescence, HTS (AID 690); inhibition, % at 20 µM; hits with a dose series show IC50 in µM; 96,000 tested, 0.08% active; purified PLAP, luminescent substrate; higher % means a stronger effect; in the data active = a potency from the dose series; inactive = the rest, 99 in 100 with inhibition below about 30%; note: strong numbers were not always called active
MRP reversal: compounds reversing MRP-mediated drug resistance. differential viability (reversal), % at 10 µM. H69AR cells + 2 uM doxorubicin, CellTiter-Glo, 72 h. 85,000 tested, 0.04% active;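 active = viability drop by adding the cancer drug above about 55%, with treated viability meeting a 40% cutoff, limit read from the data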;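 note: viability without doxorubicin minus viability with 2 µM doxorubicin for each compound; larger differential means the compound sensitizes cells more to doxorubicin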
MRP reversal cytotoxicity: second read-out of MRP reversal, no call of its own (marks repeat the call); viability, %; H69AR cells, CellTiter-Glo, 72 h; measured here: cytotoxicity without doxorubicin
MRP reversal with doxorubicin: also measured in MRP reversal; calls as there; viability, %; measured here: viability with 2 uM doxorubicin; hits give low values
IL1B NFkB inh cell count 2 µM: also measured in IL1B NFkB inh; calls as there; cell count; measured here: cells passing quality filter;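 raw number of nuclei counted in each imaged well without normalization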
NFkB transloc pot cell count 2 µM: also measured in NFkB transloc pot; calls as there; cell count; measured here: cells passing quality filter
An asterisk follows results filed as active; · = not tested or not shown.

1. Cc1cc(C)n(-c2nc3ccccc3c(=O)n2OCc2ccc(Cl)cc2)n1
2. CCOC(=O)c1[nH]c2ccccc2c1NC(=O)NC1CCCCC1
3. Cc1cc(C)nc(-n2nc(C)cc2NC(=O)c2cccc(S(=O)(=O)N3CCCCC3)c2)n1
4. CC(C)CCN1CC(C(=O)NCc2ccccc2)CC1=O (stereo not given)
5. O=C(NC1CCCCC1)C1CCCN(S(=O)(=O)c2cnc[nH]2)C1 (stereo not given)
screen / no.	1	2	3	4	5
NFkB transloc pot	23	4	3	4	-7
NFkB transloc pot cell count 2 µM	58	157	106	176	175
Bcl-B TR3 displacers	-1%	-3%	-15%	-1%	0%
IL1B NFkB inh	-23	-4	-3	-4	7
IL1B NFkB inh cell count 2 µM	58	157	106	176	175
PLAP inhibitors HTS	-12%	14%	-42%	6%	3%
MRP reversal	-14	16	·	3	-20
MRP reversal cytotoxicity	67	112	·	96	86
MRP reversal with doxorubicin	81	96	·	92	105

6. Cc1cccc(NC(=O)CN2C(=O)N/C(=C/c3cc(C)n(C(C)C)c3C)C2=O)c1
7. O=C(CCCN1C(=O)CCC1=O)Nc1ccc2c(c1)OCCO2
8. CC(=O)Oc1c(S(=O)(=O)c2ccc(C)cc2)c(C)nn1-c1ccccc1
9. Cc1ccc2cc(C#N)c(SCC(=O)NCC3CCCO3)nc2c1C (stereo not given)
10. Cc1cc(C)c(C)c(OCC(=O)O/N=C(\N)c2ccccn2)c1
screen / no.	6	7	8	9	10
NFkB transloc pot	-3	17	-13	·	-10
NFkB transloc pot cell count 2 µM	171	104	72	·	171
Bcl-B TR3 displacers	-9%	-10%	3%	-7%	4%
IL1B NFkB inh	3	-17	13	·	10
IL1B NFkB inh cell count 2 µM	171	104	72	·	171
PLAP inhibitors HTS	-13%	-6%	5%	6%	8%
MRP reversal	·	-16	-1	3	-12
MRP reversal cytotoxicity	·	83	92	91	85
MRP reversal with doxorubicin	·	99	93	88	97

11. CCOc1ccc(-c2nc(C#N)c(N3CCN(Cc4ccccc4)CC3)o2)cc1
12. O=C(Nc1ccc2c(c1)OCCO2)C1CCN(C(=O)c2ccc(Br)cc2)CC1
13. COc1cc(C(=O)OCC(=O)c2cc(C)n(C)c2C)cc(NC(=O)c2ccco2)c1OC
14. Cc1cccc(OCCCn2c(=O)sc3ccccc32)c1
15. O=C(NCCc1ccccc1)c1ccncc1
screen / no.	11	12	13	14	15
NFkB transloc pot	-12	6	-10	7	3
NFkB transloc pot cell count 2 µM	140	157	104	162	87
Bcl-B TR3 displacers	1%	-8%	6%	-11%	6%
IL1B NFkB inh	12	-6	10	-7	-3
IL1B NFkB inh cell count 2 µM	140	157	104	162	87
PLAP inhibitors HTS	-56%	-5%	4%	-10%	17%
MRP reversal	1	-26	-8	0	3
MRP reversal cytotoxicity	90	41	11	88	86
MRP reversal with doxorubicin	88	67	19	88	84

16. COCC(=O)Oc1c(S(=O)(=O)c2ccc(C)cc2)c(C)nn1-c1ccccc1
17. O=C(NCC1CCCO1)C1CC(c2ccc(Cl)c(Cl)c2)=NO1 (stereo not given)
18. [O-][n+]1c2c(nn1-c1ccccc1Cl)-c1nonc1CC2
19. Cc1cc(C)cc(C(=O)NCCn2cc(SCC(=O)N3CCOCC3)c3ccccc32)c1
20. COc1cccc(C2CC(c3ccc(C)cc3)n3ncnc3N2)c1 (stereo not given)
screen / no.	16	17	18	19	20
NFkB transloc pot	-12	-2	15	10	7
NFkB transloc pot cell count 2 µM	97	126	134	58	51
Bcl-B TR3 displacers	6%	-5%	0%	4%	-2%
IL1B NFkB inh	12	2	-15	-10	-7
IL1B NFkB inh cell count 2 µM	97	126	134	58	51
PLAP inhibitors HTS	-33%	-9%	-8%	-66%	-14%
MRP reversal	-10	10	7	-16	0
MRP reversal cytotoxicity	94	100	90	55	91
MRP reversal with doxorubicin	104	90	83	71	91

21. O=C(CCCC(=O)N(CC(=O)NC1CCCC1)Cc1ccc2c(c1)OCO2)Nc1ccccn1
22. Cc1ccccc1Nc1nc(N)nc(CSc2nnc(-c3ccccc3)n2C)n1
23. CC(=O)Nc1ccc(S(=O)(=O)N=S(C)C)cc1
24. O=c1[nH]c(SCc2ccccc2)nnc1-c1ccccc1
25. O=C(COc1ccc(S(=O)(=O)N2CCCC2)cc1)NCCC1=CCCCC1
screen / no.	21	22	23	24	25
NFkB transloc pot	-1	7	15	27	24
NFkB transloc pot cell count 2 µM	129	157	126	145	119
Bcl-B TR3 displacers	1%	-35%	9%	·	4%
IL1B NFkB inh	2	-7	-15	-27	-24
IL1B NFkB inh cell count 2 µM	129	157	126	145	119
PLAP inhibitors HTS	-52%	-3%	11%	·	-17%
MRP reversal	14	0	·	2	-5
MRP reversal cytotoxicity	100	76	·	102	80
MRP reversal with doxorubicin	86	77	·	101	85

26. CNC(=S)N1C2CCC1CC(NC(=O)NC13CC4CC(CC(C4)C1)C3)C2 (stereo not given)
27. CCc1ccccc1NS(=O)(=O)c1ccc(SC)cc1
28. C=CCn1c(C)cc(C(=O)CSc2ccc(NC(C)=O)cc2)c1C
29. CCCc1[nH]nc2c1C1(C(=O)N(CC)c3ccccc31)C(C#N)=C(N)O2 (stereo not given)
30. CCn1c(N)c(C(=O)NCCCOC)sc1=S
screen / no.	26	27	28	29	30
NFkB transloc pot	-2	0	7	10	7
NFkB transloc pot cell count 2 µM	158	156	146	213	101
Bcl-B TR3 displacers	-2%	-4%	-6%	1%	2%
IL1B NFkB inh	2	0	-7	-10	-7
IL1B NFkB inh cell count 2 µM	158	156	146	213	101
PLAP inhibitors HTS	-16%	2%	-1%	7%	-6%
MRP reversal	·	0	25	3	11
MRP reversal cytotoxicity	·	84	104	94	72
MRP reversal with doxorubicin	·	84	80	91	61

Another view of part of the listing above.
| entry | molecule | NFkB transloc pot | NFkB transloc pot cell count 2 µM | Bcl-B TR3 displacers | IL1B NFkB inh | IL1B NFkB inh cell count 2 µM | PLAP inhibitors HTS | MRP reversal | MRP reversal cytotoxicity | MRP reversal with doxorubicin |
| --- | --- | --- | --- | --- | --- | --- | --- | --- | --- | --- |
| 7 | O=C(CCCN1C(=O)CCC1=O)Nc1ccc2c(c1)OCCO2 | 17 | 104 | -10% | -17 | 104 | -6% | -16 | 83 | 99 |
| 8 | CC(=O)Oc1c(S(=O)(=O)c2ccc(C)cc2)c(C)nn1-c1ccccc1 | -13 | 72 | 3% | 13 | 72 | 5% | -1 | 92 | 93 |
| 9 | Cc1ccc2cc(C#N)c(SCC(=O)NCC3CCCO3)nc2c1C (stereo not given) | · | · | -7% | · | · | 6% | 3 | 91 | 88 |
| 10 | Cc1cc(C)c(C)c(OCC(=O)O/N=C(\N)c2ccccn2)c1 | -10 | 171 | 4% | 10 | 171 | 8% | -12 | 85 | 97 |
| 11 | CCOc1ccc(-c2nc(C#N)c(N3CCN(Cc4ccccc4)CC3)o2)cc1 | -12 | 140 | 1% | 12 | 140 | -56% | 1 | 90 | 88 |
| 12 | O=C(Nc1ccc2c(c1)OCCO2)C1CCN(C(=O)c2ccc(Br)cc2)CC1 | 6 | 157 | -8% | -6 | 157 | -5% | -26 | 41 | 67 |

The listing continues:
31. CC1CCCCC1N1CN=C(Nc2nc3ccccc3s2)NC1 (stereo not given)
32. O=C(CCC1CCCCC1=O)c1ccccc1 (stereo not given)
33. COc1ccc2sc(NC(=O)CC(C)C)nc2c1
34. O=C1Nc2ccc(S(=O)(=O)NCc3ccccn3)c3cccc1c23
35. Cn1c(C(=O)NCCCN2CCCC2=O)cc2c(=O)n(C)c3ccccc3c21
screen / no.	31	32	33	34	35
NFkB transloc pot	4	-7	9	-11	14
NFkB transloc pot cell count 2 µM	145	113	135	45	181
Bcl-B TR3 displacers	0%	-2%	2%	25%	1%
IL1B NFkB inh	-4	7	-9	11	-14
IL1B NFkB inh cell count 2 µM	145	113	135	45	181
PLAP inhibitors HTS	14%	-2%	12%	-9%	-33%
MRP reversal	·	-4	34	-7	5
MRP reversal cytotoxicity	·	90	85	89	81
MRP reversal with doxorubicin	·	94	51	96	76

36. CNC(=S)NCCc1ccc(OC)c(OC)c1
37. C=CCOC(=O)C1=C(C)NC(SCC(=O)N(CC)CC)=C(C#N)C1c1ccco1 (stereo not given)
38. COc1ccc(-c2nn3cnnc3s2)cc1OC
39. COC(=O)c1ccc(CSc2nc3c(cnn3-c3ccc(F)cc3)c(=O)[nH]2)o1
40. CC(C)CCOCC1CC2(CC(C)(c3csc(N)n3)OC2=O)C(=O)O1 (stereo not given)
screen / no.	36	37	38	39	40
NFkB transloc pot	3	3	-4	2	23
NFkB transloc pot cell count 2 µM	101	97	120	95	139
Bcl-B TR3 displacers	8%	6%	0%	·	-5%
IL1B NFkB inh	-3	-3	4	-2	-23
IL1B NFkB inh cell count 2 µM	101	97	120	95	139
PLAP inhibitors HTS	-5%	-5%	6%	·	-19%
MRP reversal	·	-24	19	-3	-14
MRP reversal cytotoxicity	·	35	90	74	88
MRP reversal with doxorubicin	·	59	71	77	103

41. CCN1C(=O)c2ccc(C(=O)O)cc2C1=O
42. O=C(N1CCOCC1)N(Cc1ccco1)CC1CCCO1 (stereo not given)
43. O=C(O)c1c[nH]c(=S)n1-c1ccc(F)cc1
44. CCOC(=O)c1c(NC(=O)c2cccs2)sc(C(=O)N(C)C)c1C
45. COc1cccc(N2CC34C=CC(O3)C(C(=O)O)C4C2=O)c1 (stereo not given)
screen / no.	41	42	43	44	45
NFkB transloc pot	7	-14	6	8	13
NFkB transloc pot cell count 2 µM	170	95	148	157	61
Bcl-B TR3 displacers	·	1%	8%	3%	15%
IL1B NFkB inh	-7	14	-6	-8	-13
IL1B NFkB inh cell count 2 µM	170	95	148	157	61
PLAP inhibitors HTS	·	-20%	-11%	18%	-2%
MRP reversal	·	·	16	12	18
MRP reversal cytotoxicity	·	·	112	87	108
MRP reversal with doxorubicin	·	·	96	75	90

Arranged by SMILES length (falling): some entries from above.
39. COC(=O)c1ccc(CSc2nc3c(cnn3-c3ccc(F)cc3)c(=O)[nH]2)o1
40. CC(C)CCOCC1CC2(CC(C)(c3csc(N)n3)OC2=O)C(=O)O1 (stereo not given)
44. CCOC(=O)c1c(NC(=O)c2cccs2)sc(C(=O)N(C)C)c1C
41. CCN1C(=O)c2ccc(C(=O)O)cc2C1=O
38. COc1ccc(-c2nn3cnnc3s2)cc1OC
screen / no.	39	40	44	41	38
NFkB transloc pot	2	23	8	7	-4
NFkB transloc pot cell count 2 µM	95	139	157	170	120
Bcl-B TR3 displacers	·	-5%	3%	·	0%
IL1B NFkB inh	-2	-23	-8	-7	4
IL1B NFkB inh cell count 2 µM	95	139	157	170	120
PLAP inhibitors HTS	·	-19%	18%	·	6%
MRP reversal	-3	-14	12	·	19
MRP reversal cytotoxicity	74	88	87	·	90
MRP reversal with doxorubicin	77	103	75	·	71

Next records follow.
46. O=C(NCCC1=CCCCC1)c1cnccn1
47. Cc1ccsc1C(=O)NNC(=S)NCC(C)C
48. S=C(c1ccc(-c2cc(Cl)ccc2Cl)o1)N1CCOCC1
49. O=C(CN1CCC(n2nnc3cc(F)ccc32)CC1)Nc1ccccc1N1CCOCC1
screen / no.	46	47	48	49
NFkB transloc pot	12	-3	·	6
NFkB transloc pot cell count 2 µM	139	193	·	111
Bcl-B TR3 displacers	10%	-4%	-3%	-12%
IL1B NFkB inh	-12	3	·	-6
IL1B NFkB inh cell count 2 µM	139	193	·	111
PLAP inhibitors HTS	3%	-121%	19%	-80%
MRP reversal	15	·	4	-8
MRP reversal cytotoxicity	100	·	92	84
MRP reversal with doxorubicin	85	·	88	92

Assay outcomes as filed in PubChem.

This is a subset; the hit share may differ from the screen's.
